# High-throughput results (PubChem)
# ABHD5 PLIN5 PPI = blocks binding of human ABHD5 to perilipin-5; Q00G26+Q8WTS1; Split G. princeps luciferase complementation, luminescence, 4 h; inhibition, % at 4 µM; 0.78% of 360,000 active;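 active = inhibition above the mean inhibition across every tested compound plus 3 SD, cut at about 22% in these data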;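 note: 0% = DMSO only wells and the 100% control is not disclosed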
# COUP-TFII inh = NR2F2 (human) inhibition, primary screen | 0.7% of 370,000 active | inhibition, % at 8.6 µM | HEK293T NGFI-A luciferase reporter, luminescence | AID 686940;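 active = inhibition above a per-plate cutoff, mean inhibition of test wells between control levels plus 3 SD, cut at about 38% in these data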;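 note: cells cotransfected with COUP-TFII expression vector driving the NGFI-A reporter; 0% = median of COUP-TF2 test wells and 100% = reporter-only cells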
# NCOA1 inh = inhibitors of human steroid receptor coactivator 1 (SRC1); AID 588354; inhibition, % at 3.6 µM; HEK293 GAL4-SRC1 luciferase reporter, luminescence; 0.12% of 360,000 active;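 active = inhibition above the campaign mean plus 3 SD, with each screening campaign given its own cutoff, cut at about 60% in these data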;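 note: 0% = DMSO treated cells and 100% = gossypol at 36 µM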
# Target sequence (Q15788 whole entry, looked up, the tested form may be a part): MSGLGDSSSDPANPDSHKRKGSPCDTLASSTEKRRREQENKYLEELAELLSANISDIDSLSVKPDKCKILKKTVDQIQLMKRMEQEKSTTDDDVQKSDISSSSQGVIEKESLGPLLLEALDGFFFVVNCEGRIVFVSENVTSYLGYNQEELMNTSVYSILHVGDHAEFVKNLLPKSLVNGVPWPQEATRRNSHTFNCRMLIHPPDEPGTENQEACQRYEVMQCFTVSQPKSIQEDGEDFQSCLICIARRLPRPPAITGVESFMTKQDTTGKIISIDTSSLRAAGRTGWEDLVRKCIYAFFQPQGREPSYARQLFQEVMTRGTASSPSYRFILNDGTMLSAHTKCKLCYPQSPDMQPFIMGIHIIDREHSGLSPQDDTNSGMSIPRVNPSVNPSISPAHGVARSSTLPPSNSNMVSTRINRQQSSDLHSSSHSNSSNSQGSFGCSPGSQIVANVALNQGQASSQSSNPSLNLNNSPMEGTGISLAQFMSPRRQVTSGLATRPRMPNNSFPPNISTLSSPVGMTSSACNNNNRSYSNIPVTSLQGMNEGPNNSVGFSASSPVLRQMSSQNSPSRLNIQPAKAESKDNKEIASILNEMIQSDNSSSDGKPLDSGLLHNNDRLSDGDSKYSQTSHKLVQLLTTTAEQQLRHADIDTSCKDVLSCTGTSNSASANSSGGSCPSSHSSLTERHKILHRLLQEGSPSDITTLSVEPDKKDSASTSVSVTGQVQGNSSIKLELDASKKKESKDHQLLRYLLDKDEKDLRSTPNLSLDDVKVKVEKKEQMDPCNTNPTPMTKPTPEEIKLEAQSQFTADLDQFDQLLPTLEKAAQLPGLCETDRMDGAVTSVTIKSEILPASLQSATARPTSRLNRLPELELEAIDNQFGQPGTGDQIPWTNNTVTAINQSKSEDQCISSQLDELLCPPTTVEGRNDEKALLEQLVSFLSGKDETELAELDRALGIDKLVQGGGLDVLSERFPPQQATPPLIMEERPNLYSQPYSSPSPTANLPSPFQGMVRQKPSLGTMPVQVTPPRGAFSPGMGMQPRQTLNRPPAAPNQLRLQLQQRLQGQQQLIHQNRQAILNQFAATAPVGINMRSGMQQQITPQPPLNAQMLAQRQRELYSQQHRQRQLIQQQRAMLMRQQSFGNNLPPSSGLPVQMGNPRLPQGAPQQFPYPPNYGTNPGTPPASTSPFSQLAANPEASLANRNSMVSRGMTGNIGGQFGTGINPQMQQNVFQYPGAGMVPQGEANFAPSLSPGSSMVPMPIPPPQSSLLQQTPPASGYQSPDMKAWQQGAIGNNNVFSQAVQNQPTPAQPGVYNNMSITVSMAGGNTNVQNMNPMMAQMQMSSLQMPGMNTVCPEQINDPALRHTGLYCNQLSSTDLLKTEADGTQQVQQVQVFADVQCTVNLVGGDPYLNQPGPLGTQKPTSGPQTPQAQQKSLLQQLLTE
# NOD2 RIPK2 PPI = NOD2-RIPK2 protein interaction inhibition. O43353. CHO BLA complementation NOD2-RIPK2, CCF4 ratio. inhibition, % at 4.98 µM. 0.38% of 360,000 active. AID 624267; in the data active = inhibition above about 21%;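 note: 0% = vehicle only and 100% = reference blocker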
# NR5A2 inv ag = NR5A2 inverse agonism in reporter assay | AID 602396 | 0.13% of 360,000 active | HEK293T StAR-luciferase reporter, LRH-1 transfected, 24 h | inhibition, % at 3.6 µM;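 active = inhibition above the mean inhibition of all tested compounds plus 3 SD, cut at about 73% in these data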;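 note: 0% = DMSO wells and 100% = reporter-only cells lacking LRH-1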
# NCOA3 inh = inhibitors of human steroid receptor coactivator 3 (SRC3); HEK293 GAL4-SRC3 luciferase reporter, luminescence; inhibition, % at 3.6 µM; 0.17% of 360,000 active;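 active = inhibition above a per-campaign cutoff, the mean of all compounds plus 3 SD, cut at about 60% in these data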;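 note: 0% = DMSO-treated cells and 100% = gossypol-treated cells at 36 µM; higher means less SRC3-driven luciferase light from the GAL4 reporter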
# Granule exo inh = lytic granule exocytosis inhibition. TALL-104 LAMP-1 surface exposure, flow cytometry; cells stimulated with thapsigargin and PMA. inhibition, % at 10 µM. 0.66% of 360,000 active. AID 651702;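 active = inhibition above about 55%, limit read from the data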
# TROY NFkB inh = inhibitors of TROY-dependent NF-kB signaling. Q293 LMP1-TROYcd NF-kB luciferase reporter, 4 h. AID 1347056. inhibition, % at 10 µM. 0.98% of 360,000 active;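 active = compounds whose plate-normalised and pattern-corrected inhibition of the luciferase reporter signal at the single screening dose is 50% or more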
# TLR9-MyD88 inh = inhibitors of human TLR9-MyD88 binding; Q9NR96+Q99836; CHO BLA complementation TLR9-MyD88, CCF4 FRET ratio; inhibition, % at 4.98 µM; 0.21% of 340,000 active; AID 504734;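 active = inhibition above the mean over all tested compounds plus 3 SD, cut at about 21% in these data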;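 note: 0% = DMSO only wells and 100% = clavulanate BLA inhibitor control wells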
# SRC2 inh = inhibits human steroid receptor coactivator 2. inhibition, % at 9 µM. Q15596. 0.17% of 370,000 active. AID 651957. HEK293 GAL4-SRC2 luciferase reporter, luminescence;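 active = inhibition above the mean inhibition of all tested compounds plus 3 SD, set per campaign, cut at about 52% in these data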;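 note: 0% = DMSO treated cells and 100% = cells given Gossypol at 36 µM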
# TWEAK-Fn14 inh = inhibitors of TWEAK-Fn14 interaction signaling; TWEAK-stimulated Fn14 reporter cells, luciferase luminescence, 8 h; inhibition, % at 10 µM; 2% of 360,000 active; in the data active = inhibition above about 50%
# * hit, by the source's call; . = no result given. A portion of the library; count on the stated rates, not on these rows.
SMILES,ABHD5 PLIN5 PPI,COUP-TFII inh,NCOA1 inh,NOD2 RIPK2 PPI,NR5A2 inv ag,NCOA3 inh,Granule exo inh,TROY NFkB inh,TLR9-MyD88 inh,SRC2 inh,TWEAK-Fn14 inh
CCOC(=O)C1(Cc2cccc(OC)c2)CCN(Cc2cccn2-c2ccccn2)CC1,-2,-6,10,-8,5,18,3,2,-6,-19,0
CCCc1ccc(C(=O)O/N=C(\N)c2ccccn2)cc1,-1,68*,55,5,45,47,11,83*,2,59*,99*
COc1cc2c(C(=O)N3CCN(Cc4ccc5c(c4)OCO5)CC3)cn(C)c(=O)c2cc1OC,-4,16,0,-2,-5,-15,5,-2,-5,0,-6
O=C(NCN1CCN(CCO)CC1)c1cnccn1,-5,3,3,1,16,-3,0,13,-11,-5,13
O=C(NCCc1ccc(C(F)(F)F)cc1)C1CCC(=O)N(C2CC2)C1 (stereo not given),-2,-6,-5,8,2,-7,-3,6,-19,-1,-1
COc1ccc(SCCC(=O)NCc2ccncc2)cc1,-2,-3,4,6,-7,12,4,-1,6,-9,13
CCOC(=O)N1CCN(C(=O)C2CCCN(S(=O)(=O)c3cc(C)ccc3OC)C2)CC1 (stereo not given),2,4,-18,5,-2,0,6,5,4,-9,13
Cc1ccc(Cc2c(-c3cccc(Br)c3)nc3ccc(Br)cn23)cc1,-22,-10,-74,-22,-109,-64,-2,-27,.,-53,-2
CC(/C=N/NC(=O)CNc1n[nH]c(=O)[nH]c1=O)c1ccccc1 (stereo not given),0,11,-1,-3,9,6,3,-2,-4,-25,-2
CN(C)c1ccc(NC(=O)CN2CCC(NC(=O)C3CCCCC3)CC2)cc1,4,-12,-12,-7,58,-1,7,-15,5,2,11
O=C(Nc1cc(C(F)(F)F)ccc1Cl)C(Sc1n[nH]c(=O)[nH]c1=O)c1ccccc1 (stereo not given),-4,13,6,-10,0,-1,-4,-3,7,-8,-14
CN(C)CCCN(Cc1cc2cc3c(cc2[nH]c1=O)OCCO3)C(=O)NC1CCCCC1,-2,12,4,-9,4,-8,-2,0,-1,-4,-3
CC(Sc1n[nH]c(N)n1)C(=O)C12CC3CC(CC(C3)C1)C2 (stereo not given),-4,1,-6,-7,15,5,0,7,-3,-6,-10
Cc1ccc(S(=O)(=O)c2nc(-c3ccccc3Cl)oc2NCCCN2CCOCC2)cc1,-1,8,25,-3,7,-2,-20,1,-17,11,3
CCc1nc(SCC(=O)NCC2CCCO2)c2c(=O)n(C)c(=O)n(C)c2n1 (stereo not given),-4,0,-5,7,5,26,-2,-6,7,-3,6
O=S(=O)(c1cccc(-c2nnc(SC(F)F)n2-c2ccccc2)c1)N1CCCCC1,0,4,1,-9,-8,-13,-1,-6,-8,22,7
CC(=O)c1c(C)n([O-])c2ccccc2[n+]1=O,5,-6,-9,-3,6,6,-1,-12,-4,-1,-14
COc1cc(/C=N/N2C(=O)CSC2=S)cc(Br)c1O,-3,-8,10,-4,4,19,18,10,-14,-30,24
Cc1cc(C)cc(OCC(=O)Nc2ccc3c(c2)C(=O)c2ccccc2C3=O)c1,-3,13,-33,1,-7,-5,0,-61,4,-22,-11
Nc1nc(CN2CCN(c3ccccn3)CC2)nc(Nc2ccc(Cl)cc2)n1,8,10,-5,2,-18,-3,0,18,-5,-15,28
CCc1ccccc1S(=O)(=O)Cc1ccc(C(=O)N2CCN(c3ccccn3)CC2)o1,9,10,-4,-9,-1,9,-5,-3,7,-22,-3
Cc1sc2nc(CSCC(=O)NC3CCCCC3)[nH]c(=O)c2c1C,-6,10,-19,-2,0,-4,-11,7,-5,4,7
CC1CC(C)CN(CC(C)(C)NS(=O)(=O)c2ccccc2)C1 (stereo not given),0,-2,-5,-5,-20,9,-3,1,-8,13,12
CCOC(=O)C1=CCC(c2ccccc2C(F)(F)F)N(S(=O)(=O)c2ccc(C)cc2)C1 (stereo not given),-4,-3,0,-6,-1,12,10,8,.,-9,-3
CNC(=O)[C@@]1(C)C=C[C@@H](Cc2ccccc2)N1C(=O)OC,6,5,-5,1,-37,-16,22,-30,6,3,-7
# Next section
SMILES,ABHD5 PLIN5 PPI,COUP-TFII inh,NCOA1 inh,NOD2 RIPK2 PPI,NR5A2 inv ag,NCOA3 inh,Granule exo inh,TROY NFkB inh,TLR9-MyD88 inh,SRC2 inh,TWEAK-Fn14 inh
O=C(Nc1ccc(Oc2ccc(Br)cc2)cc1)C1=CC=CN2CCS(=O)(=O)N=C12,2,-12,-5,-16,6,-3,-6,17,-6,-8,-2
CCOC(=O)c1c(NC(=O)CCC(=O)N2CCOCC2)sc2c1CC(C)(C)OC2,3,-7,-3,-4,1,-12,0,2,4,-3,-17
COc1ccccc1NC(=S)N/N=C1\CC(C)(C)Oc2ccc(O)cc21,-5,-1,-7,-7,7,16,10,30,-4,22,18
COCCOc1cnn(-c2cc(Oc3ccc(C)cc3)ncn2)c(=O)c1Cl,1,5,-11,1,3,4,-3,8,0,-18,-9
COc1cc(C(=S)N2CCOCC2)cc(OC)c1OS(=O)(=O)c1ccc(C)cc1,-10,12,-22,2,4,-11,-7,15,-3,0,-24
CCCCCCn1c(=O)n2n(c1=O)C[C@]1(OC(=O)NCc3ccco3)CN(S(=O)(=O)c3ccc(C)cc3)C[C@]1(O)C2,-16,2,6,-9,2,-4,4,11,4,-9,4
Cc1ccc(NC(=S)Nc2cccc(-c3n[nH]c(=S)o3)c2)cc1,-8,-11,6,-6,-17,-1,-7,-25,-7,2,-1
COc1ccc2c(Cl)c(C(=O)NCCCn3ccnc3)sc2c1,-2,-30,-52,3,7,-1,0,-5,4,-2,-14
CCN(CC)C(=O)C(=O)c1cccn1-c1cccc(-n2cccc2C(=O)C(=O)N(CC)CC)c1C#N,-3,11,-9,-11,13,12,-1,21,-10,9,-5
CCOC(=O)C1=C(COc2ccccc2)NC(=O)NC1c1cccc([N+](=O)[O-])c1 (stereo not given),5,7,5,-8,-5,-24,-6,4,0,6,-20
Cc1ccnc(N2CCN(c3cc(C)c(C#N)c4nc5ccccc5n34)CC2)c1,-10,-14,-10,1,-1,7,-1,1,1,-28,34
Oc1ccc(C[C@H]2CNCCN2CCCCC2CCCCC2)cc1,14,-16,13,1,-7,14,10,-3,3,-8,-7
CC(C)NC(=O)C1(C)CCN1Cc1ccc(Cl)cc1 (stereo not given),-1,-3,-51,3,1,10,15,1,.,-6,3
O=C(O)CC(=O)Nc1ccccc1,-5,-20,-6,-6,-5,20,3,-4,-1,-13,7
COc1ccc(CCC(=O)OCC(=O)Nc2c(C)n(C)n(-c3ccccc3)c2=O)cc1,0,3,-1,-6,-16,8,-2,4,4,4,10
Cc1ccc(/C=C/C(=O)O)cc1S(=O)(=O)NCCCC(=O)O,4,3,-18,2,-8,3,8,-6,8,5,8
CC(=O)N/N=C/c1cc(C(C)C)cc(/C=N/NC(C)=O)c1O,1,6,-6,-1,-17,0,3,3,-1,9,18
CCCCNS(=O)(=O)c1ccc(OC)c2ncccc12,1,-5,11,-8,0,6,-1,5,-8,13,11
CCOC(=O)C1=C(C)N(C)C(=O)NC1c1cccc([N+](=O)[O-])c1 (stereo not given),5,18,-16,-8,8,-6,-8,-7,-2,-26,-1
CN1CCN(c2cc(-c3cc(O)c4ncccc4c3)ccn2)CC1,4,-8,-8,4,-13,-35,8,-2,-6,-7,-2
O=C(NCC(c1ccco1)N1CCN(c2ccc(F)cc2)CC1)c1ccco1 (stereo not given),0,-2,0,5,-13,17,4,-15,-1,1,-9
CSc1nc(-c2cccs2)c(C#N)c(=O)[nH]1,-1,4,-28,3,-3,12,3,-1,-5,-11,-22
Cc1ccc(-c2csc(NCCn3c(-c4ccncc4)nc4ccccc43)n2)cc1,10,30,2,-7,27,-2,-4,4,-10,16,24
c1ccc(OCc2nn3c(Cn4cnc5ccccc54)nnc3s2)cc1,-6,-1,18,-11,-24,-8,6,6,-10,-1,-4
CCCCn1c(Oc2ccc(C(=O)OC)cc2)nc2c1c(=O)n(C)c(=O)n2C,-5,9,-10,-9,5,11,9,13,7,21,19
# Other structures follow.
SMILES,ABHD5 PLIN5 PPI,COUP-TFII inh,NCOA1 inh,NOD2 RIPK2 PPI,NR5A2 inv ag,NCOA3 inh,Granule exo inh,TROY NFkB inh,TLR9-MyD88 inh,SRC2 inh,TWEAK-Fn14 inh
CCOC(=O)c1c(-c2ccccc2)oc2ccc(OCC(N)=O)cc12,3,-12,1,-3,3,6,4,-22,-1,12,-18
COc1ccccc1-c1nnc(SCC(=O)NCc2cccs2)n1N,-16,-3,-4,-6,-17,-8,-1,2,2,-22,4
O=C(NCCCN1CCOCC1)c1cc(-c2ccc(Br)cc2)on1,10,35,17,-3,5,5,-2,1,-5,44,40
CCCCCC(=O)Nc1cccc(C2=NOC3(C2)C[C@@H](C(N)=O)N(C(=O)c2ccc(Cl)cc2)C3)c1 (stereo not given in full),1,10,-27,-11,16,-1,-10,18,4,8,-5
COc1ccc(-c2noc(CCCC(=O)NCC3CCCO3)n2)cc1 (stereo not given),8,15,-17,-8,6,8,-1,-10,-8,22,3
O=C(COc1ccccc1)N=C1SC2CS(=O)(=O)CC2N1c1ccccc1F (stereo not given),4,-2,11,3,-9,2,-1,3,-12,-31,4
COc1ccc(/C=C/C(=O)O)cc1S(=O)(=O)NC1CCS(=O)(=O)C1 (stereo not given),2,-30,-34,4,7,8,-2,-7,-5,-1,-3
CCOCCCNC(=O)c1cc2c(=O)n3ccccc3nc2s1,3,-6,-40,-6,-43,-50,-3,-20,-2,-41,-18
COC(=O)[C@@]1(Cc2ccccc2)[C@H]2C(=O)N(C)C(=O)[C@H]2[C@H]2CN=C(SCC(=O)c3ccccc3)N21,-10,1,-2,-15,21,9,-5,-21,-2,-1,-47
Cc1nc(CNS(=O)(=O)c2cc(C)c(C)cc2C)cs1,2,6,4,2,5,-3,3,7,-5,-33,-12
Fc1ccc(-n2nnc(-c3ccnc4ccccc34)n2)cc1,0,-28,-117,-10,-58,-89,-3,-31,9,-66,-6
COc1ccc(NC(=O)Nc2nc(C(N)Cc3ccc(C(F)(F)F)cc3)cs2)cc1 (stereo not given),-6,0,-31,-1,10,10,-11,2,.,-15,24
O=c1[nH]cnc2c([N+](=O)[O-])cccc12,-3,10,1,-2,5,11,-3,12,-5,-2,-15
O=C(Cn1cc(C(=O)c2ccco2)c2ccccc21)NC1CCCCC1,-3,6,-15,1,-15,0,-1,2,6,16,-17
CC(OC(=O)c1c2c(nc3ccccc13)/C(=C\c1ccc3c(c1)OCO3)CCC2)C(=O)Nc1ccc(S(N)(=O)=O)cc1 (stereo not given),15,.,-14,4,8,-6,0,13,5,.,33
O=C(c1cccs1)N(Cc1ccccn1)Cc1ccco1,4,-7,4,-4,-25,3,0,15,5,10,7
CCCn1c(SC(C(=O)Nc2cccc(OC)c2)c2ccccc2)nc2ccccc2c1=O (stereo not given),-2,5,0,-9,16,-8,0,-3,3,5,18
COc1ccc(CC(=O)OCC(=O)N(CC(C)C)c2c(N)n(Cc3ccccc3)c(=O)[nH]c2=O)cc1,3,3,-14,2,12,-4,28,24,-18,12,6
